Pf Dd2 inh – qHTS Primary assay for Inhibitors of Plasmodium falciparum Dd2 growth in vitro | P. falciparum Dd2 growth, SYBR Green, 72 h | Potency, µM (doses to about 28.9 µM), without a hit: at the highest dose activity, negative = inhibition, hits mostly inhibitors | 120,000 tested, 4.3% active | AID 1347417, 2020; active = well fitted inhibition curve with a large enough effect; inconclusive = small, poorly fitted or top-dose-only effect; inactive = no such curve, though single readings can be large or run the other way;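 also: plate controls were DMSO vehicle for no effect and reference drug for full effect; nearly all actives have a fitted effect of over 65% in size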
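Readout: SYBR Green fluorescence, 485 nm excitation, 535 nm emission, after ~16 h lysis at 37C. Before that, Dd2-infected red cells (2.5% hematocrit) grew 72 h with compound, 29 uM top final concentration.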
An asterisk follows results filed as active; i = inactive; ? = inconclusive; [ ] = dose if it differs, or a comment. Potency is read from the fitted curve at half-maximal effect. Not all compounds are listed, so the mix of outcomes need not match the whole.

#	structure	Pf Dd2 inh
1	O=C(c1ccccc1)N1CCC(N2CCCC2=O)CC1	-0.6%[44.1 µM]
2	O=C(NCC1CCOCC1)Nc1ccc(Cl)cc1	-8.9%
3	CCCNC(=O)Cn1nc2n(c1=O)CCCCC2	27.7%
4	CC(=O)N1CCC(NC2(Cc3cc(CN4CCOCC4)on3)COC2)CC1	19.2%[44.1 µM]
5	O=C(CSc1nnc(-c2ccccc2)o1)c1cccc([N+](=O)[O-])c1	-17.2%
6	CN1CCN(c2nc3c(s2)CN(C(=O)c2ccccc2)CC3)CC1	?
7	COCCN(Cc1nc(-c2cc3c(cc2Cl)OCO3)oc1C)C(C)C	-17.4%
8	Cc1cccc(C(=O)NCCC2CCN(C(=O)Nc3ccc(F)cc3)CC2)c1	-17.9%
9	CNC(=O)[C@@H]1C[C@H](Oc2ccccc2)CN1C(=O)CCc1nc2ccccc2[nH]1	-21.4%
10	O=C(c1n[nH]c(=O)c2ccccc12)N1CCN(C(=O)N2CC3CC(C2)[C@H]2CCCC(=O)N2C3)CC1 (stereo partly specified)	7.1%
11	COC(=O)c1ccc(CN2C(=O)[C@@H]3C[C@@H](O)CN3C3(CN(CC(C)C)C3)C2=O)cc1	?
12	Cc1ccc(N(C)S(=O)(=O)c2ccc3[nH]cc(C(=O)O)c(=O)c3c2)cc1C	i
13	CCO[C@H]1CN(C(=O)COc2ccc(Cl)cc2C)C[C@@H]1O	0.8%
14	COc1ccccc1CN1Cc2cc(NC(=O)c3ccc([N+](=O)[O-])cc3)ccc2OC(C)C1=O (stereo unspecified)	?
15	CC(=O)c1ccc(N2CCN(C(=O)C3CCN(S(=O)(=O)c4c(C)noc4/C=C/c4ccccc4F)CC3)CC2)cc1	7.9%
16	COc1ccc(-c2cc(C(F)(F)F)nc(SCC(=O)N3CCC(C)CC3)n2)cc1	21.4%
17	C=C[C@H]1CN2CC[C@H]1C[C@@H]2CNCc1ccc(OC(F)(F)F)cc1	?
18	CCn1cc(-c2ccncc2)cc1C(=O)N1CCOCC1	-3.6%
19	O=C(CCCc1nc(-c2ccco2)no1)Nc1ccccc1[N+](=O)[O-]	-11.0%
20	O=C1CCC2(CCN(C(=O)c3ccccc3)CC2)CN1CC1CCCO1 (stereo unspecified)	-7.1%
21	Cn1c(=O)[nH]c(=O)c2c1nc(CN1CCN(c3ccccc3F)CC1)n2Cc1ccc(F)cc1	?
22	CN1CCN(c2nc3c(c(=O)[nH]2)CCN(Cc2ccc(Cl)c(F)c2)CC3)CC1	i[5.79 µM]
23	O=C(c1ccc(CCC2COc3ccccc3O2)cc1)N1CCCCC1 (stereo unspecified)	?
24	COCCN1Cc2ccc(Nc3ccc(OC)cc3)nc2C(C)(C(=O)NC2CCC2)C1 (stereo unspecified)	-24.2%[44.1 µM]
25	Cc1ccc(C2=NC3(CCN(C(=O)c4cccc(N(C)C)c4)CC3)ON2)cc1	-8.0%
26	CCCCc1nn(CC(=O)N2CCCC2c2nc(C3CC3)no2)c(=O)n1CC (stereo unspecified)	-5.6%
27	CCCCNC(=O)CCN(CCCOC)C(=O)c1cc(C)oc1C	-13.0%
28	O=C(O)[C@H]1C[C@@H](C(=O)NCc2ccncc2)CN(C(=O)CC2CCCC2)C1	-0.8%
29	CCCN(CC1CC1)C(=O)[C@@H]1CN(S(=O)(=O)CC)C[C@H]1c1ccncc1	-0.8%
30	CCOCCOC1CCN(C(=O)Nc2ccccc2F)CC1	i
31	CCOC(=O)c1ccc(N2C(=O)c3n[nH]c(C)c3C2c2ccc(OCC)cc2)cc1 (stereo unspecified)	?
32	CC(C)N1C(=O)CO[C@H](c2ccc(NC(=O)C3CCOCC3)cc2)[C@H]1CO	14.2%[44.1 µM]
33	CC1(CNc2ccccc2)COc2ccc(C(=O)NCCc3ccccn3)cc2N1 (stereo unspecified)	?
34	CC(C)c1ccc(OC(=O)c2cc(-c3ccc4c(c3)OCCO4)on2)cc1	i
35	COc1ccc(CN2CCc3nc(N(C)C)[nH]c(=O)c3CC2)c(Cl)c1OC	?
36	CC(C)NC[C@H]1O[C@@H]2C[C@@H](CC(=O)N3CCOCC3)O[C@@H]2[C@@H]1O	23.3%[44.1 µM]
37	CCC(=O)N1CCc2c(sc3ncnc(N(C)Cc4ccccc4)c23)C1	?
38	CN(CC(=O)Nc1ccccc1Cl)S(=O)(=O)c1ccc(C(=O)N2CCOCC2)s1	72.3%[activator]
39	CCOc1ccccc1NC(=O)CN1Cc2ccccc2C1=O	0.9%
40	CN(C)C[C@@H]1CN(C)C[C@H]1NC(=O)c1ccccc1OC(F)(F)F	-6.7%
41	CC(=O)NC1(C)CCN(Cc2ccc(-c3ccc([S+](C)(=O)[O-])cc3)cc2)C1 (stereo unspecified)	i
42	COc1ccc2[nH]c(C[C@@H]3C[C@@H](C(C)C)[C@H](CN)C=C3C)nc2n1	-10.9%[44.1 µM]
43	Cc1cc(C(=O)N[C@@H]2CN(S(C)(=O)=O)C[C@H]2CN(C)C)n[nH]1	87.0%[activator]
44	COc1ccc(OC)c(NC(=O)Cc2cccn2-c2ccc(Cl)cc2)c1	?
45	CCSc1ncc(Cl)c(C(=O)Nc2ccc(S(=O)(=O)Nc3nccc(C)n3)cc2)n1	13.9%
46	COCc1nn(CC(=O)N2CCc3sccc3C2)c(=O)n1-c1ccccc1	-8.3%
47	Cc1nc(-c2ccc(C)c(S(=O)(=O)N3CCC(C(=O)NCc4ccc(F)cc4)CC3)c2)no1	-4.8%
48	Cc1ccc(C)c(CN2C(=O)c3ccccc3S(=O)c3ccc(C(=O)NCc4ccccc4Cl)cc32)c1 (stereo unspecified)	-7.3%
49	Cc1ccc(Cn2c(C)c3cnn(CC(=O)NCCc4ccc(Cl)cc4)c(=O)c3c2C)cc1	-25.1%
50	Cc1cccn2c(=O)c3cc(C(=O)NCc4ccccc4)c(=N)n(CCOCCO)c3nc12	?
51	CCOc1ccc(S(=O)(=O)N2CCc3nc4cc[nH]n4c(=O)c3C2)cc1	8.3%[5.79 µM]
52	c1csc(CN2Cc3[nH]cnc3C[C@H]2c2nc(-c3ccc4c(c3)OCO4)no2)c1	?
53	O=C(CN1C(=O)NC2(CCS(=O)(=O)CC2)C1=O)Nc1cccc(Cl)c1	29.5%
54	Cc1ccc(S(=O)(=O)c2nnn3c2nc(N2CCOCC2)c2ccccc23)cc1	?
55	CN1CCCCCCN(C(=O)c2ccoc2)[C@H]2CCC[C@H]2C1=O	3.2%
56	Cc1ccc2oc(=O)c3cc(C(=O)N(Cc4ccccc4)C(C)C)sc3c2c1	19.5%
57	O=S(=O)(c1cccc(C(F)(F)F)c1)N1CCC(Oc2ccc(-n3cnnn3)cc2)CC1	?
58	COc1ccc(-c2nc(C3CC3)nc3c2CN(C(=O)c2ccccc2OC)CC3)cc1	?
59	Cc1ccc(C(=O)N[C@H]2CO[C@H]3[C@@H]2OC[C@@H]3n2nnnc2Oc2ccc(-n3ccnc3)cc2)cc1	i
60	Cc1cccc(NC(=O)c2sc3nc(N4CCOCC4)c4c(c3c2N)CC(C)(C)OC4)c1	?

Next records follow:
#	structure	Pf Dd2 inh
61	O=C(Nc1cccc2c1CCCC2)N1CCCC(OCc2cccnc2)C1 (stereo unspecified)	7.9%
62	Cc1ccccc1NC(=O)c1ccccc1NC(=O)c1ccccc1F	17.5%
63	Cc1ccc(OCc2nc3ccccc3n2CC(C)C)cc1	22.8%
64	CCO[C@H]1C[C@@H](O)C12CCN(C(=O)c1cc(=O)[nH]c(=O)[nH]1)CC2	-4.1%
65	Clc1ccc(-c2nnn3c2nc(N2CCCCC2)c2ccccc23)cc1	34.8%[activator]
66	O=C(c1ccc(CN2C(=O)NC3(CCS(=O)(=O)CC3)C2=O)cc1)N1CCCCC1	-5.4%
67	Cc1ccc(CC(=O)N2CCC3(CC2)N=C(c2ccc(C)cc2)NO3)cc1	?
68	Fc1ccc(OC2CN(CC3CC3)C2)cc1F	43.0%[activator][44.1 µM]
69	Cc1ccc(C)c(N2CCN(S(=O)(=O)c3ccc(-c4cnc(C5CC5)o4)cc3)CC2)c1	-8.6%
70	Cc1ccc(NC(=O)NCC2CCCN(Cc3ccncc3)C2)cc1 (stereo unspecified)	-14.7%
71	CCC(=O)N1CCc2cc(S(=O)(=O)Nc3cc(C)ccc3OC)ccc21	-19.4%
72	Cc1ccc(-c2nnc3ccc(NC4CCCCC4)nn23)nc1	?
73	N#Cc1ccc(-c2cccs2)nc1SCc1ccc(Br)cc1	i
74	COC[C@H]1CCCN1C[C@H]1CN2CC[C@H]1C[C@@H]2CN	17.6%[44.1 µM]
75	COc1ccccc1C(=O)NCC(c1ccc(N(C)C)cc1)N1CCc2ccccc21 (stereo unspecified)	?

Another view of 3 compounds above:
73) N#Cc1ccc(-c2cccs2)nc1SCc1ccc(Br)cc1
  Pf Dd2 inh = i

74) COC[C@H]1CCCN1C[C@H]1CN2CC[C@H]1C[C@@H]2CN
  Pf Dd2 inh = 17.6%[44.1 µM]

75) COc1ccccc1C(=O)NCC(c1ccc(N(C)C)cc1)N1CCc2ccccc21 (stereo unspecified)
  Pf Dd2 inh = ?

The results go on:
#	structure	Pf Dd2 inh
76	CCc1ccc(CSc2nc(-c3ccccc3OC)nc3c2Cc2c(CO)cnc(C)c2O3)cc1	3.16µM*
77	CCc1ccc(-n2nc(C)c3c(C)cc(=O)n(CC(=O)NCc4ccc(C)cc4)c32)cc1	13.3%
78	O=C1CCC2(CCN(C/C=C/c3ccccc3)CC2)CN1CCCn1ccnc1	10µM*
79	Cn1nc(C2CCCCC2)cc1[C@H]1CN2CC[C@H]1C[C@@H]2CN	?
80	Cc1cc(C)n2nc(SCC(=O)Nc3cc(Cl)ccc3C)nc2n1	1.0%
81	CCn1cc2c3c(cccc31)CN(C(=O)Cc1ccc(F)cc1)CC2	?
82	COc1ccc(CN2C[C@H](O)C[C@H]2c2nc(-c3ccc(OC)cc3)no2)cc1	i
83	CCN(c1ccccc1)S(=O)(=O)c1nnc(NC(=O)c2ccccc2OC)s1	?
84	COc1cccc(CN2CCCC3(CCN(c4nc5ccccc5o4)C3)C2=O)c1 (stereo unspecified)	7.8%
85	CC(=O)N1CCC(N2C[C@H](O)C[C@H]2c2nc(-c3cnccn3)no2)CC1	-9.2%[44.1 µM]
86	CC1=NOC2(CCN([S+](=O)([O-])c3cccc(C(F)(F)F)c3)C2)C1 (stereo unspecified)	10.4%[44.1 µM]
87	O=C1CCCCCN1C1CCN(Cc2ccccn2)CC1	-16.6%[44.1 µM]
88	O=S(=O)(c1ccc(Cl)cc1)c1nc(-c2ccco2)oc1SCc1ccc(F)cc1	4.6%
89	CN(C)c1ccc(CN(CC2CCCO2)C(=O)COc2ccc(Cl)cc2)cc1 (stereo unspecified)	5.7%
90	O=C(NCc1ccccn1)c1ccc(Cn2ccn3nc4c(c3c2=O)CCCC4)cc1	-2.6%
91	Cc1ccc(-c2ccc3nnc(CNC(=O)C(C)c4ccccc4)n3n2)cc1 (stereo unspecified)	-26.4%
92	Cc1ccc(-c2noc([C@@H]3C[C@@H](O)CN3Cc3nc4ccccc4n3C)n2)cc1F	?
93	CC(C)Oc1ccc2c(NC(=O)C3CCOCC3)nn(CC(F)(F)F)c2c1	-12.0%
94	CC(C)(C)C1CCC2(CC1)NC(=O)N(CC(=O)N1CCN(c3ccccc3)CC1)C2=O (stereo unspecified)	?
95	Cc1ccc(C)c(Cn2c(=O)n(Cc3ccccc3)c(=O)c3sc4ccccc4c32)c1	0.2%
96	Oc1ccccc1CN1CCNc2cc(Nc3cccnc3)ncc2C1	8.91µM*
97	COCCn1c(=N)c(C(=O)NC2CCCC2)cc2c(=O)n3cc(C)ccc3nc21	3.3%
98	Cc1nccc(-c2ccccc2)c1C(=O)N1CCCC[C@H](N(C)C)C1	-6.0%
99	COc1cc(C(=O)NCC(c2cccnc2)N2CCc3ccccc3C2)cc(OC)c1OC (stereo unspecified)	-25.5%
100	Cc1ccc(C)c(N2CCN(C(=O)NCc3noc4ccccc34)CC2)c1	-4.5%
101	NC(CN1CCCC1)C1CCCCC1 (stereo unspecified)	?
102	O=C(N[C@@H]1CN(C(=O)c2ccc3nc[nH]c3c2)CC[C@@H]1CO)C1CC1	5.4%
103	O=C(NCCc1ccc(Cl)cc1)c1nc(-c2ccsc2)c2ccccn12	?
104	Cc1cc(C)nc(CNC(=O)c2cccc(CCC(C)(C)O)c2)n1	2.6%
105	COc1ccc(-n2c(SCc3ccccc3F)nc3c([nH]c4ccccc43)c2=O)cc1OC	-21.9%
106	O=C(NCC1Cn2cccc2C(=O)N1Cc1ccccc1)NC1CCCC1 (stereo unspecified)	-13.8%
107	COc1cccc(NC(=O)N[C@H]2[C@H](O)[C@@H](Oc3ccccc3)[C@@H]3OC[C@H]2O3)c1	?
108	Cc1ccc(-c2nc(-c3nnn4c3COC(c3ccc(Cl)cc3)C4)no2)cc1F (stereo unspecified)	i
109	O=C(N[C@@H]1CCOC[C@H]1OCc1cscn1)c1ccc(Cl)s1	-15.8%
110	CS(=O)(=O)N1CCC(N2C(=O)C3(CCCCC3)C2c2ccncc2)CC1 (stereo unspecified)	-2.7%
111	OCC(O)c1cc2n(n1)CCN(Cc1ccccc1Cn1cccn1)C2 (stereo unspecified)	-5.0%
112	CCCCN(C)C(=O)Cn1cnc2sc(C)c(S(=O)(=O)N3CCC(C)CC3)c2c1=O	?
113	COCC1CN(C(C)=O)CC12CCN(C(=O)c1ccc(F)cc1F)CC2 (stereo unspecified)	26.2%
114	CNC(=O)CC1CCOC2(CCN(S(=O)(=O)c3ccc(C#N)cc3)CC2)C1 (stereo unspecified)	-8.1%
